Screens as filed in PubChem.
TWEAK Fn14 block: inhibitors of TWEAK-Fn14 signaling, primary screen, luciferase reporter cells, uHTS. TWEAK-stimulated Fn14 reporter cells, luciferase luminescence, 8 h. inhibition, % at 10 µM. AID 1159606, 2016. 360,000 tested, 2% active; in the data active means inhibition above about 50%
TLR9-MyD88 inh: inhibitors of TLR9-MyD88 association in cells, primary screen, cell-based, CHO, BLA complementation, fluorescence | Toll-like receptor 9 (Homo sapiens) + Myeloid differentiation primary response protein … | CCF4 FRET ratio | 340,000 tested, 0.21% active | inhibition, % at 4.98 µM | AID 504734, 2011;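 active means inhibition above the mean over all tested compounds plus 3 SD, cut at about 21% in these data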;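 further: 0% = DMSO only wells and 100% = clavulanate BLA inhibitor control wells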
EBV LMP1 NFkB: EBV LMP1-driven NF-kappaB luciferase reporter inhibitors, primary screen, cell-based, luminescence, single point; LMP1-induced NF-kappaB luciferase reporter cells; inhibition, % at 12.5 µM; 350,000 tested, 0.69% active; in the data active means inhibition above about 41%;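 further: 0% = neutral control wells and 100% = reference inhibitor control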
TROY signal inh: inhibitors of TROY-driven NF-kB signaling, primary screen, Q293 LMP1-TROYcd cells, NF-kB luciferase, uHTS | Q293 LMP1-TROYcd NF-kB luciferase reporter, 4 h | inhibition, % at 10 µM | 360,000 tested, 0.98% active;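 active means compounds whose plate-normalised and pattern-corrected inhibition of the luciferase reporter signal at the single screening dose is 50% or more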
NCOA1 inh: SRC1 coactivator transcriptional activity inhibitors, primary screen, cell-based, luminescence | Nuclear receptor coactivator 1 (Homo sapiens), Q15788 | HEK293 GAL4-SRC1 luciferase reporter | inhibition, % at 3.6 µM | 360,000 tested, 0.12% active | AID 588354, 2011;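 active means inhibition above the campaign mean plus 3 SD, with each screening campaign given its own cutoff, cut at about 60% in these data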;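 further: 0% = DMSO treated cells and 100% = gossypol at 36 µM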
Target sequence (Q15788 whole entry, looked up, the tested form may be a part): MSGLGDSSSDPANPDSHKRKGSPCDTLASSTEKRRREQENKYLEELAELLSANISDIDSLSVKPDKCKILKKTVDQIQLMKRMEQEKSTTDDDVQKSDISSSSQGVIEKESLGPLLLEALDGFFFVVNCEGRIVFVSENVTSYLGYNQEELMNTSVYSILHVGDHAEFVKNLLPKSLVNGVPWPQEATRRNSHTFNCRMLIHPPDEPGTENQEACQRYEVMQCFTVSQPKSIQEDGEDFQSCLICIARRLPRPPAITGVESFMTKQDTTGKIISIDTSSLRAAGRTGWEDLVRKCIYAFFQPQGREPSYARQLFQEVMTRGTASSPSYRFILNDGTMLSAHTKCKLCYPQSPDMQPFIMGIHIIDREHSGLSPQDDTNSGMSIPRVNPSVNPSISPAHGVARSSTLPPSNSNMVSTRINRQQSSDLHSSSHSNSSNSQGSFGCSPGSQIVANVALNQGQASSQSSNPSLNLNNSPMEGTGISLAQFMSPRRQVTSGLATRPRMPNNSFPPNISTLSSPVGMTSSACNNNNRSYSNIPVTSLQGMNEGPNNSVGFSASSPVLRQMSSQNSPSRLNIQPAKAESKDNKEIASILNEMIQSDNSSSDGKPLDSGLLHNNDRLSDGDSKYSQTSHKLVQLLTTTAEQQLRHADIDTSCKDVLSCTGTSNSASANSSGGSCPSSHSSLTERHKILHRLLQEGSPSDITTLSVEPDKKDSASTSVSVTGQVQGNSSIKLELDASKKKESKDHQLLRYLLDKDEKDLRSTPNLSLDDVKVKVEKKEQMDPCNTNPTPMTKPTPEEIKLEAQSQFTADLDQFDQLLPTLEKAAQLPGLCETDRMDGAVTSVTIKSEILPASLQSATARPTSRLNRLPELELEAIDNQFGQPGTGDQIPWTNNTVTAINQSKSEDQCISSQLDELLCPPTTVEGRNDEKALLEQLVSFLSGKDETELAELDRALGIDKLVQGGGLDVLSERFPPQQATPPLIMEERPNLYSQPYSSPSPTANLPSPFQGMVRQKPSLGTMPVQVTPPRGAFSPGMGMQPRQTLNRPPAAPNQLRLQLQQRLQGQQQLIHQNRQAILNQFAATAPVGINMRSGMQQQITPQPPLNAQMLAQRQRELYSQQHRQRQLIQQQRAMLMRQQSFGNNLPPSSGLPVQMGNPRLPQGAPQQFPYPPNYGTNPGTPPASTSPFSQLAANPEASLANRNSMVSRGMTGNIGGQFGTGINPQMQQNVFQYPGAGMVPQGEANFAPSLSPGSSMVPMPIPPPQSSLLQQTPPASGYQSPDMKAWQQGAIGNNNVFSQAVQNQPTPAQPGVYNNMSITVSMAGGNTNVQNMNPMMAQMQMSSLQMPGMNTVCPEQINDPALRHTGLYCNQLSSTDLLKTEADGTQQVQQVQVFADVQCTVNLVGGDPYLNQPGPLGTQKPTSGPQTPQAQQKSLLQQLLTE
SRC2 inh: inhibition of GAL4-SRC2 driven luciferase reporter, primary screen, SRC2 inhibitor project, cell-based, luminescence; AID 651957, 2012; Nuclear receptor coactivator 2 (Homo sapiens), Q15596; HEK293 GAL4-SRC2 luciferase reporter; 370,000 tested, 0.17% active; inhibition, % at 9 µM;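 active means inhibition above the mean inhibition of all tested compounds plus 3 SD, set per campaign, cut at about 52% in these data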;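 further: 0% = DMSO treated cells and 100% = cells given Gossypol at 36 µM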
NR2F2 inh: NR2F2 transcriptional activity inhibitors, primary screen, cell-based, luciferase reporter, HEK293T, luminescence. HEK293T NGFI-A luciferase reporter. inhibition, % at 8.6 µM. 370,000 tested, 0.7% active. AID 686940, 2013;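 active means inhibition above a per-plate cutoff, mean inhibition of test wells between control levels plus 3 SD, cut at about 38% in these data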;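 further: cells cotransfected with COUP-TFII expression vector driving the NGFI-A reporter; 0% = median of COUP-TF2 test wells and 100% = reporter-only cells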
NCOA3 inh: SRC3 coactivator transcriptional activity inhibitors, primary screen, cell-based, luminescence; inhibition, % at 3.6 µM; Nuclear receptor coactivator 3 (Homo sapiens), Q9Y6Q9; 360,000 tested, 0.17% active; HEK293 GAL4-SRC3 luciferase reporter;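 active means inhibition above a per-campaign cutoff, the mean of all compounds plus 3 SD, cut at about 60% in these data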;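 further: 0% = DMSO-treated cells and 100% = gossypol-treated cells at 36 µM; higher means less SRC3-driven luciferase light from the GAL4 reporter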
LRH-1 inv ag: LRH-1 (NR5A2) inverse agonists, primary screen, cell-based, luminescence, HEK293T, StAR-luciferase reporter; Nuclear receptor subfamily 5 group A member 2 (Homo sapiens), O00482; LRH-1 transfected, 24 h; inhibition, % at 3.6 µM; 360,000 tested, 0.13% active;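 active means inhibition above the mean inhibition of all tested compounds plus 3 SD, cut at about 73% in these data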;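 further: 0% = DMSO wells and 100% = reporter-only cells lacking LRH-1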
TRAIL sens C8: viability loss with TRAIL in NB7+C8 cells, primary screen, TRAIL sensitizer project, cell-based, ATPlite luminescence | AID 624354, 2012 | inhibition (viability loss, TRAIL sensitization), % at 10 µM | 360,000 tested, 1% active;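 active means compounds causing at least 50% loss of cell viability in the single-dose screen, relative to plate controls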
NOD2 RIPK2 PPI: NOD2-RIPK2 binding disruptors in cells, primary screen, fluorescence, CHO cells, BLA complementation | Receptor-interacting serine/threonine-protein kinase 2 (Homo sapiens), O43353 | inhibition, % at 4.98 µM | CCF4 ratio | AID 624267, 2012 | 360,000 tested, 0.38% active; in the data active means inhibition above about 21%;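 further: 0% = vehicle only and 100% = reference blocker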
Active calls of the source: *; x = no result given. This is a subset, so the mix of outcomes need not match the whole.

SMILES | TWEAK Fn14 block | TLR9-MyD88 inh | EBV LMP1 NFkB | TROY signal inh | NCOA1 inh | SRC2 inh | NR2F2 inh | NCOA3 inh | LRH-1 inv ag | TRAIL sens C8 | NOD2 RIPK2 PPI
COCCNS(=O)(=O)c1cc(OC)c(C)cc1C | 14 | 4 | -10 | -8 | 12 | -15 | 3 | 15 | -3 | 7 | 4
Clc1ccc(CNc2ccccc2NCc2ccc(Cl)nc2)cn1 | -29 | 4 | -13 | 8 | 15 | -15 | -14 | 15 | -2 | -12 | 3
C=CCN1C=C2C(=O)C(C)(OC(=O)C3CCCC3)C(=O)C(c3ccccc3)=C2C=C1CCCC(=O)OC (configuration not stated) | 10 | -4 | -2 | -16 | -6 | -13 | 7 | -6 | -23 | -5 | 9
O=C(NCc1nnc(SCC(=O)N2CCN(c3ccccc3)CC2)o1)c1ccccc1 | 5 | 4 | 12 | 3 | -13 | 17 | 10 | 15 | -2 | 10 | -19
CCC(C)NC(=O)c1ccc(-n2c(=S)[nH]c3ccccc3c2=O)cc1 (configuration not stated) | 12 | -2 | 5 | 3 | -22 | -16 | 8 | 8 | 13 | 9 | -9
CC(C)C(NC(=O)C1CC(=O)N(Cc2ccccc2)C1)c1nc2ccccc2[nH]1 (configuration not stated) | -11 | 4 | 1 | -5 | -7 | -12 | -7 | -21 | -10 | -7 | -6
COc1cccc(C(=O)OCc2ccccc2C#N)c1O | 5 | 8 | -13 | -54 | -23 | -28 | -7 | -12 | -45 | -7 | 0
CC1(c2ccc3ccccc3c2)NC(=O)N(CC(=O)N2CCN(Cc3ccccc3)CC2)C1=O (configuration not stated) | 18 | -6 | 36 | 20 | 29 | x | x | 19 | 47 | 15 | -6
Nc1cc(C(=O)N2CCCC2)cc(C(=O)N2CCCC2)c1 | -16 | 4 | -6 | 6 | -1 | -3 | 8 | 1 | 4 | -26 | -10
O=C(NNC(=O)C1CCN(c2ncccn2)CC1)c1ccccc1 | 12 | 2 | 11 | 4 | 7 | 1 | 10 | -13 | 5 | 1 | -11
CC1CCCCN1C(=O)CNCc1ccc(F)cc1 (configuration not stated) | -12 | -8 | -3 | -19 | -46 | -46 | -21 | -6 | -9 | 14 | -15
COc1cccc(-c2cc(NC=O)c3ncc(-c4cc(OC)c(OC)c(OC)c4)n3c2)c1 | 42 | x | x | 35 | -8 | 4 | -4 | -27 | 10 | -5 | -5
CC(C)N1CCC(N2CCN(Cc3ccc4nsnc4c3)CC2CCO)CC1 (configuration not stated) | 6 | -5 | 4 | 4 | 2 | 1 | 12 | 4 | 6 | 2 | 0
O=c1[nH]c(/C=C/c2cccc3ccccc23)nc2ccccc12 | -5 | 0 | -56 | -31 | -53 | -7 | -14 | -19 | 0 | -2 | -1
CCc1ccc(CN(C)C(=O)c2cc(COc3cccc(C(F)(F)F)c3)on2)nc1 | 0 | -12 | 1 | 5 | -28 | 10 | 9 | 0 | -32 | 2 | 4
FC(F)(F)c1nnc2c(Sc3ccccn3)nc3ccccc3n12 | 20 | 5 | -28 | -26 | -37 | -24 | 8 | -66 | -14 | 23 | 4
Cc1cccc(N(CC(=O)N2CCCC2)S(=O)(=O)c2ccccc2)c1C | 10 | -4 | -50 | 0 | -3 | -13 | 2 | 5 | -3 | -10 | -7
Cc1c(Br)c([N+](=O)[O-])nn1C(C)C(=O)N1CCc2ccccc2C1 (configuration not stated) | 4 | 1 | -12 | 0 | 4 | 18 | 2 | 14 | 15 | -19 | -2
O=C1c2ccccc2C(=O)N1Cc1nc2ccccc2c(=O)n1CCCN1CCOCC1 | -23 | -2 | -14 | -1 | -12 | 2 | 4 | 9 | -5 | 7 | -6
Cc1cccc(NC(=S)N/N=C/c2cccc(O)c2)c1C | 0 | 2 | -13 | -6 | 7 | -35 | 24 | 17 | 22 | 26 | -10
O=C(COc1cccc(F)c1)Nc1nc(-c2ccncc2)cs1 | 9 | -6 | 35 | -1 | -10 | -10 | 13 | -2 | 0 | 13 | -1
CC(=O)c1ccc(N2CCN(C(=O)CCC(=O)c3cccs3)CC2)cc1 | 13 | -5 | 4 | 2 | -7 | 2 | 0 | 14 | 22 | -8 | -3
CC(C)(C)NS(=O)(=O)c1ccc(OCC(=O)NCCC2=CCCCC2)cc1 | -1 | -1 | 8 | 8 | 5 | 11 | 13 | -2 | 16 | -12 | 10
Cc1ccc(-n2c(=O)cc(NCc3cccnc3)[nH]c2=O)cc1 | 2 | -3 | -6 | -5 | -4 | -6 | 0 | 14 | -17 | 13 | -6
CC(=Nc1ccccc1)C1=C(O)C(Cc2cccc(F)c2)NC1=O (configuration not stated) | -4 | 1 | -4 | 19 | -25 | 5 | -73 | -7 | 13 | 18 | 4
CCO[C@H]1OC(C(=O)N2CCN(C)CC2)=C[C@@H](c2csc3ccccc23)[C@@H]1CCCO | 3 | -3 | 6 | -6 | 6 | 17 | -7 | -35 | 14 | -8 | 1
CN(C)C(=O)c1ccc(NC(=O)CSc2nc3ccccc3[nH]2)cc1 | 2 | 10 | 2 | -19 | 13 | 0 | 13 | 13 | 6 | -5 | -2
COc1ccccc1C/C(N)=N/OC(=O)COc1cccc(C)c1C | 6 | 2 | 5 | -22 | 7 | -17 | 25 | 7 | 6 | 3 | 1
CCOc1ccc(S(=O)(=O)N(CC)CC(=O)NCc2cccnc2)cc1C | 7 | 6 | 0 | -11 | -8 | 11 | -8 | -4 | -22 | 19 | -7
COc1ccc(Cl)cc1NC(=O)CSc1nnc(-c2ccco2)o1 | 8 | -6 | -3 | 17 | -13 | 2 | -18 | 6 | 4 | 8 | 6
COc1cccc(/C=C2\SC(N)=NC2=O)c1OS(=O)(=O)c1ccccc1 | 3 | 7 | -5 | -7 | 0 | 11 | -15 | 12 | 1 | -2 | 1
CC12CCC(C(=NO)C1=NO)C2(C)C (configuration not stated) | -1 | -12 | -6 | -13 | -9 | 9 | 12 | 1 | 5 | 4 | -11
COc1ccc(/C=C2/N=C(SCC(=O)Nc3cc(C)on3)N(c3ccccc3)C2=O)cc1 | -17 | 10 | 4 | -1 | 4 | -10 | -2 | 17 | 4 | 12 | 4
CN1CCN(/C=N/c2c(C#N)cnn2C)CC1 | 3 | 1 | 0 | 15 | -5 | 26 | 2 | 15 | 4 | -17 | 5
Cc1cc([N+](=O)[O-])nn1CC(=O)N(C)C1CCCCC1 | 4 | 2 | 0 | 0 | 13 | -1 | -2 | 2 | 10 | -19 | 1
Cc1nc(CSc2ccc(Cl)cc2)cc(NCc2ccccc2)n1 | -8 | -5 | -11 | -1 | -23 | -5 | 6 | -10 | -27 | -3 | 3
CC(=Nc1ccc(O)cc1)c1sc2ccccc2c1O | 13 | 5 | -28 | -33 | -92 | -79 | -61 | -95 | -81 | 21 | 3
O=C(CCN1C(=O)c2cccc3cccc(c23)C1=O)Nc1ccccc1 | -18 | 5 | -2 | -1 | 16 | 7 | -19 | 8 | 5 | 5 | 7
COC(=O)[C@]1(CC(C)C)N[C@H](c2ccc(-c3ccc(F)cc3)c(OC)c2)[C@@H]2C(=O)N(C)C(=O)[C@@H]21 | -23 | -10 | 7 | -12 | -9 | -1 | 14 | -18 | 14 | -1 | -5
N#CC(c1ccccc1)(c1ncc(C(F)(F)F)cc1Cl)N1CCOCC1 (configuration not stated) | -13 | 1 | -4 | 14 | -21 | -14 | 1 | -3 | -17 | 2 | -4
COc1cc2c(cc1NC(=S)Nc1cccc3ccccc13)oc1ccccc12 | -33 | 3 | -18 | -10 | -61 | -17 | -3 | -31 | -25 | 9 | -5
CC(C)CCNC(=O)c1ccc2c(SCC(=O)O)c3c(nc2c1)CCCC3 | -5 | -8 | 8 | -7 | -1 | -17 | 21 | 1 | -6 | -22 | -4
CC(C)NC(=O)C1(C)CSCC(=O)N1Cc1cccc(C(F)(F)F)c1 (configuration not stated) | x | x | x | x | x | 0 | -11 | x | 0 | -9 | -5
Cc1cc2cc(CCNS(=O)(=O)c3ccc(F)cc3)c(=O)[nH]c2cc1C | 18 | -3 | 9 | 13 | -6 | 0 | 15 | 1 | 15 | -1 | -5
CC(C)Cn1c(N)c(C(=O)CSc2nnnn2C)c(=O)n(C)c1=O | -13 | -3 | 6 | -3 | -9 | -7 | -10 | -5 | 0 | 0 | 3
CC(NC(=O)c1ccccc1)c1nc2ccccc2n1Cc1ccc(C#N)cc1 (configuration not stated) | 9 | -4 | 0 | -14 | -9 | -2 | 0 | 12 | 16 | 5 | 1
Cc1cccc(C)c1NC(=O)CN(C)C(=O)c1ccc(N2C(=O)CCC2=O)cc1 | 11 | 2 | 4 | 2 | -3 | 4 | 5 | -3 | -18 | -20 | -9
COc1ccccc1C(=O)OCC(=O)c1cccc([N+](=O)[O-])c1 | -4 | -6 | -3 | 1 | 11 | 0 | -4 | 20 | 3 | -1 | -7

Reformatted: 3 of the compounds above.
Compound	TWEAK Fn14 block	TLR9-MyD88 inh	EBV LMP1 NFkB	TROY signal inh	NCOA1 inh	SRC2 inh	NR2F2 inh	NCOA3 inh	LRH-1 inv ag	TRAIL sens C8	NOD2 RIPK2 PPI
O=C(CCN1C(=O)c2cccc3cccc(c23)C1=O)Nc1ccccc1	-18	5	-2	-1	16	7	-19	8	5	5	7
COc1cc2c(cc1NC(=S)Nc1cccc3ccccc13)oc1ccccc12	-33	3	-18	-10	-61	-17	-3	-31	-25	9	-5
CC(C)CCNC(=O)c1ccc2c(SCC(=O)O)c3c(nc2c1)CCCC3	-5	-8	8	-7	-1	-17	21	1	-6	-22	-4

Other records:
SMILES | TWEAK Fn14 block | TLR9-MyD88 inh | EBV LMP1 NFkB | TROY signal inh | NCOA1 inh | SRC2 inh | NR2F2 inh | NCOA3 inh | LRH-1 inv ag | TRAIL sens C8 | NOD2 RIPK2 PPI
COc1ccc(O)c(C(=O)c2cnn(C(=O)c3cccc(N(C)C)c3)c2)c1 | -19 | -1 | -4 | -33 | -40 | -38 | -4 | -27 | -60 | -18 | -3
O=C(NCC(c1ccco1)N1CCN(c2ccccc2)CC1)c1ccc2c(c1)OCO2 (configuration not stated) | 10 | 5 | -6 | 11 | -4 | -3 | 9 | 5 | 6 | 7 | 2
CC(CCc1ccccc1)NC(=O)C(=O)NCCO (configuration not stated) | 14 | -4 | 4 | 10 | 5 | 1 | -4 | -51 | 22 | -7 | -3
O=[N+]([O-])c1cccc(-c2nnc(CNC3CC3)o2)c1 | -12 | -1 | -6 | -7 | 4 | -5 | -5 | 5 | 6 | 6 | -6
O=C(Nc1ccc(C(=O)O)cc1)/C(=C\C=C\c1ccccc1)NC(=O)c1ccccc1Cl | 2 | -3 | 0 | -28 | -49 | -5 | -8 | -22 | -9 | 54* | -1
